Screening results deposited in PubChem by National Center for Advancing Translational Sciences (NCATS).
PKM2 act = increases activity of human pyruvate kinase M2; P14618; purified PKM2, Kinase-Glo ATP luminescence, activation; response scale: 0% is enzyme alone, no compound; Potency, µM (series often up to 57.5 µM), inactives show at the highest dose activation, actives largely listed as activators; 260,000 tested, 0.34% active; note: potency is the fitted concentration of half-maximal effect; % is set by controls: 0 for no effect and ±100 for the full control effect; nearly all actives have a fitted effect of over 55% in size
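ATP formation by purified human PK-M2, quantified via coupled luciferase luminescence after 1 h at room temperature with 0.1 mM ADP and 0.5 mM PEP final.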
CXXC DNA block = blocks binding of human MLL CXXC domain to DNA; Q03164; MLL-CXXC / FITC-HOXA9 DNA fluorescence polarization; 290,000 tested, 0.037% active; Potency, µM (highest dose often 115 µM), inactives show at the top dose activity change, negative = inhibition, usual class: inhibitors; active = well fitted inhibition curve with a large enough effect in the polarisation, with a control signal flat, not every such curve was filed as active; inconclusive = small, poorly fitted or top-dose-only effect, or effect the other way, or a change in a side signal; inactive = no such curve, though single readings can be large or run the other way; the % refers to the polarisation; note: potency is the fitted concentration of half-maximal effect
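Steps: dispense CXXC domain solution (7 uM) → pin compounds or unlabeled HOX-A9 DNA control → 5 min ambient → add FLSN-HOX-A9 solution (50 nM) → spin → 30 min ambient → fluorescence polarization. Tris pH 7.5/NaCl/DTT/BSA buffer.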
GALK inh = blocks human galactokinase activity; P51570; Purified GALK, Kinase-Glo residual ATP luminescence; Potency, µM (doses to about 57.5 µM), for inactives: top-dose activity change, negative = inhibition, hits mostly inhibitors; 270,000 tested, 0.007% active; AID 1868; note: potency is the fitted concentration of half-maximal effect; % is set by controls: 0 for no effect and ±100 for the full control effect
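Luminescence from leftover ATP (Ultra-Glo luciferase/luciferin) served as read-out after a 1 h room-temperature reaction of 5 nM GALK with 35 uM ATP and 100 uM galactose.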
USP2a block = USP2a (human) protease inhibition. O75604. USP2 core, Ub-CHOP2 coupled fluorogenic reporter, 485/531. Potency, µM (doses to about 38.3 µM), for inactives: at the highest dose activity change, negative = inhibition, hits mostly inhibitors. 330,000 tested, 0.01% active;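 note: potency is the fitted concentration of half-maximal effect; plate controls were DMSO wells for no effect and full inhibition by NEM control for full effect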
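Deubiquitinase activity read as fluorescence (485/531 nm) after Ub-CHOP2 cleavage activates the enterokinase reporter on its substrate; USP2 core 10nM, Ub-CHOP2 and substrate 25nM each, 30min compound preincubation then 60min RT; data normalized to NEM, curves fitted.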
KCNH2 WT inh = blocks the wildtype human KCNH2 potassium channel; Q12809; 340,000 tested, 0.37% active; U2OS, BacMam KCNH2, thallium flux FluxOr; hits give low values; AID 720551; activity change, % at 1.84 µM;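 active = maximum activity change below -70%; inconclusive = maximum activity change between -70% and -50%; inactive = maximum activity change above -50%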; note: % is set by controls: 0 for no effect and ±100 for the full control effect
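U2OS cells transduced with wild-type KCNH2 virus are loaded with FluxOr dye for 45 min, and thallium flux is measured in kinetic reads before and after stimulation buffer. Rate constants are normalized to DMSO controls.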
FBPA coupling cs = inhibits coupling enzyme system, counter-screen for aldolase hits; coupling enzyme system counterscreen, AmpLite Red fluorescence; activity change, negative = inhibition, % at 58.2 µM, hits read low; 290,000 tested, 0.67% active; AID 2472; in the data active = activity change below about -30%; note: % is set by controls: 0 for no effect and ±100 for the full control effect
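Coupling enzymes only (glyceraldehyde-3-phosphate) + compound, at 57.5 uM final, 10 min RT; add substrate/coupling/AmpLite Red mix, 20 min RT; fluorescence ex 525/em 598 nm. Actives flag coupling-system interference.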
B2AR arrestin = recruits beta-arrestin to the human beta2-adrenergic receptor. P07550. beta-arrestin recruitment to beta2AR, cell-based reporter. Potency, µM (top dose mostly 46.1 µM), for the others: top-dose activation, actives largely listed as activators. 330,000 tested, 0.02% active;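 note: potency is the fitted concentration of half-maximal effect; 0% = DMSO controls and full agonism = EC100 isoproterenol or metaproterenol; nearly all actives have a fitted effect of over 65% in size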
TRPV1 agonist = agonists of human vanilloid receptor 1 (TRPV1); TRPV1-expressing cells, Fluo-8 calcium influx, agonist mode; activation, % at 8.33 µM; 320,000 tested, 0.19% active; AID 540275; in the data active = activation above about 80%; inconclusive = between about 30% and that limit; note: 0% is about no effect
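TRPV1-expressing cells were cultured overnight at 35.5C and loaded with Fluo-8 calcium dye for 40 to 90 min at room temperature. After a 10 s baseline, compound was added and calcium influx was read kinetically for 3 min (ex 480/em 520 nm).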
Menin-MLL TR inh = displaces Texas Red mutant MLL peptide from human menin. O00255. Menin + Texas Red MLL mutant peptide, fluorescence polarization. Potency, µM (titrated, usually from 61.6 µM), inactives show at the highest dose FP activity change, negative = inhibition, most hits filed as inhibitors. 270,000 tested, 0.23% active. AID 1768; active = well fitted inhibition curve with a large enough effect in the polarisation, with a control signal flat, not every such curve was filed as active; inconclusive = small, poorly fitted or top-dose-only effect, or effect the other way, or a change in a side signal; inactive = no such curve, though single readings can be large or run the other way; the % refers to the polarisation; note: potency is the fitted concentration of half-maximal effect; % of control where 0% means no effect; many of its hits are not listed in these tables
KCNH2 3.1 inh = KCNH2 3.1 (human) potassium channel inhibition | activity change, % (tested at about 1.8 µM) | 340,000 tested, 0.95% active | AID 720553 | U2OS KCNH2 3.1, thallium flux FluxOr; hits give low values;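 active = maximum activity change below -70%; inconclusive = maximum activity change from -70% to -50%; inactive = maximum activity change above -50%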;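 note: thallium influx rate constant from kinetic fluorescence after stimulation buffer; % is set by controls: 0 for no effect and ±100 for the full control effect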
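Virally transduced U2OS (3.1 isoform, 4 h infection in dark at RT) → overnight 37 C → FluxOr + Red40 in HBSS/HEPES, 45 min → stimulation buffer, 2 min kinetic read → rate constant vs DMSO controls.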
Giardia kill = Giardia lamblia killing | Giardia lamblia trophozoite viability | activity change, % at 7.66 µM, hits read low | 340,000 tested, 0.15% active | AID 540267; in the data active = activity change below about -80%; inconclusive = between about -30% and that limit;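 note: parasites exposed to compound for two days anaerobically before the ATP read; % is set by controls: 0 for no effect and ±100 for the full control effect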
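Media and compound were dispensed first, then trophozoites at 100 cells/well; plates sat 48 hrs at 37 deg C without oxygen before ATP luminescence reagent was added and read after 15-30 min at room temperature.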
* hit, by the source's call; i = inactive; ? = inconclusive; . = no result given; [ ] = dose if it differs, or a comment. Unless noted, calls come from the whole dose curve; as a rule, active = well fitted curve in the direction sought with a large enough effect; inconclusive = small, poorly fitted or top-dose-only effect, or another doubt; inactive = no such curve, though single readings can be large; an effect the other way counts as inactive or inconclusive. These rows are one share of the data. The share of hits here may be higher or lower than overall.

compound	PKM2 act	CXXC DNA block	GALK inh	USP2a block	KCNH2 WT inh	FBPA coupling cs	B2AR arrestin	TRPV1 agonist	Menin-MLL TR inh	KCNH2 3.1 inh	Giardia kill
O=C(COC(=O)CCOc1ccccc1)NCc1ccco1	25%	-10%	-6%	-8%	-13	3	0.1%	2	-1%	7	-21
O=C(NC(=S)Nc1nc(-c2ccc(Br)cc2)cs1)c1ccco1	1%	13%	1%	-1%	-12	4	0.3%	-4	?	-14	-8
COc1ccccc1-c1cc2nc(C)cc(C)n2n1	-3%	-8%	.	1%	-4	-6	-0.9%	2	.	-9	-5
COc1cc(/C=N/NC(=O)c2cc3ccccc3[nH]2)ccc1O	.	41%[activator]	-1%	2%	9	0	-1.0%	?	?	-12	17
COC(=O)N=Nc1c(O)n(Cc2ccccc2)c2ccccc12	5%	2%	0%	9%	2	3	2.9%	7	.	5	-2
CC1CN(CCOc2ccccc2C(C)C)CC(C)O1 (stereo not given)	10%	-3%	5%	0%	-16	-1	0.4%	2	-9%	8	?
S=c1[nH]c2ccc(Cl)cc2[nH]1	5%	-2%	0%	2%	-8	1	0.0%	-9	1%	5	7
CCC(C)NC(=O)c1c(F)c(F)c(F)c(F)c1F (stereo not given)	?	-4%	-5%	-8%	3	0	-0.5%	1	1%	2	-2
CN(CC(=O)Nc1ccc(F)cc1)C(=O)CN1C(=O)NC2(CCCCC2)C1=O	.	.	.	-2%	1	.	0.3%	.	.	-14	11
O=C(NCc1ccccc1C(F)(F)F)C12CN(Cc3ccccc3)CC1C(c1ccc([N+](=O)[O-])cc1)=NO2 (stereo not given)	-7%	-1%	2%	-9%	-33	0	2.7%	-6	14%	-118*	-11
Cc1c(NC(=O)COC(=O)C2(c3ccccc3F)CCCC2)c(=O)n(-c2ccccc2)n1C	1%	4%	-3%	-1%	i	1	3.5%	3	-14%	10	2
O=C(Nc1ccc2c(c1)OCO2)C1CCN(S(=O)(=O)c2cccc3cccnc23)CC1	8%	13%	-1%	3%	-5	-2	-0.2%	-8	13%	22	-6
NC(=O)NC(Cc1ccccc1)C(=O)NCC1(N2CCCCC2)CCCCC1 (stereo not given)	-5%	-8%	6%	2%	7	2	0.0%	-1	-1%	-14	-5
Cc1ccc(NC(=O)Nc2ccc3c(c2)CCC3)cc1C	2%	-1%	-5%	-3%	27	.	-0.2%	1	.	8	9
CCC(Oc1ccc(Cl)cc1)C(=O)N1CC(=O)Nc2ccccc21 (stereo not given)	-1%	-4%	3%	0%	-11	.	0.3%	5	.	-1	-8
CC1(C)OC2OC(COC(=O)c3ccccc3)C3OC(C)(C)OC3C2O1 (stereo not given)	-1%	14%	0%	1%	-14	1	-0.5%	29	-6%	1	12
CCSc1nc2c(c(=O)n1CC)SC(C)C2 (stereo not given)	-2%	1%	0%	1%	0	6	-0.3%	6	21%	7	-1
Cc1ccc(C)c(OCc2nnc(SCC(=O)NCc3ccc4c(c3)OCO4)o2)c1	-1%	7%	1%	-1%	-3	1	-0.1%	2	-11%	-1	-4
CC(=O)Nc1cccc(/C(C)=N/NC(=O)c2ccc(NS(=O)(=O)c3cccs3)cc2)c1	7%	2%	-4%	5%	2	0	0.5%	1	.	-2	-2
CCn1c(=S)sc2c(=O)n(-c3ccccc3)c(SC)nc21	2%	-23%	0%	2%	-10	1	0.5%	-8	?	3	-2
CCc1nnc(N2C(=O)c3ccc(Oc4ccc([N+](=O)[O-])cc4)cc3C2=O)s1	8%	7%	-3%	4%	6	22	0.4%	-1	-1%	2	-1
COc1ccc(CNC(=O)c2cccc(N3CCCC3=O)c2)cc1	1%	8%	1%	1%	5	1	0.0%	-1	-3%	-4	9
CCCNC(=O)c1ccc(N2CCC3(CC2)CC(c2ccccc2)=NO3)c(NC(=O)c2ccco2)c1	-9%	-2%	.	2%	?	-1	0.4%	1	20%	-47	-8
CCOCCCNC(=O)CN1C(=O)CSc2ccc(S(=O)(=O)N3CCOCC3)cc21	-2%	-10%	1%	-1%	-6	3	-0.8%	3	?	7	-20

Reprinted at random: two compounds from above
compound	PKM2 act	CXXC DNA block	GALK inh	USP2a block	KCNH2 WT inh	FBPA coupling cs	B2AR arrestin	TRPV1 agonist	Menin-MLL TR inh	KCNH2 3.1 inh	Giardia kill
CCSc1nc2c(c(=O)n1CC)SC(C)C2 (stereo not given)	-2%	1%	0%	1%	0	6	-0.3%	6	21%	7	-1
Cc1ccc(C)c(OCc2nnc(SCC(=O)NCc3ccc4c(c3)OCO4)o2)c1	-1%	7%	1%	-1%	-3	1	-0.1%	2	-11%	-1	-4

Additional compounds:
compound	PKM2 act	CXXC DNA block	GALK inh	USP2a block	KCNH2 WT inh	FBPA coupling cs	B2AR arrestin	TRPV1 agonist	Menin-MLL TR inh	KCNH2 3.1 inh	Giardia kill
Clc1ccc(-n2ncc3c(N4CCCCCC4)ncnc32)cc1	-12%	1%	1%	2%	-6	-1	0.2%	3	1%	-10	?
COc1cccc(C(=O)N2CCCC(c3nc(-c4cccs4)no3)C2)c1 (stereo not given)	6%	0%	-1%	-1%	-9	1	-0.9%	24	-15%	23	0
CN1CCN(c2ccc(NC(=O)COc3ccc4ccccc4c3)cc2)CC1	.	-5%	2%	0%	41	0	-1.0%	21	0%	-28	11
COc1ccc(C(=O)CSc2nnc(Cn3cnc4ccccc43)o2)cc1	6%	-2%	1%	5%	-11	2	-0.4%	3	-18%	-14	9
Cc1ccc(S(=O)(=O)N2CCC(C(=O)N3CCN(c4ccccn4)CC3)CC2)cc1	-5%	17%	4%	1%	2	.	-0.7%	0	.	0	2
O=C(NCCN1CCOCC1)C(=O)NCc1ccco1	0%	-1%	0%	-5%	1	-1	0.0%	-1	-12%	-21	-18
CC(C)(C)c1ccc(S(=O)(=O)NCCc2ccncc2)cc1	-5%	1%	4%	1%	2	4	-0.2%	25	-2%	5	2
COCCn1ccc2c(OCC(=O)Nc3cccc(NC(C)=O)c3)cccc2c1=O	.	.	.	-1%	-3	.	0.4%	0	.	-4	-3
N#C/C(=C\c1ccc(-c2cccc([N+](=O)[O-])c2)o1)C(=O)NCCN1CCOCC1	-2%	9%	5%	0%	-4	0	0.2%	2	19%	-1	-11
CN(C)N1C(N)=C(C#N)C(c2ccccc2)C2=C1CC(C)(C)CC2=O (stereo not given)	.	14%	4%	-1%	0	2	0.4%	4	4%	3	-1
O=S(=O)(c1cnc(Cl)c(Br)c1)N1CCc2ccccc21	?	6%	-2%	1%	0	-2	-0.6%	.	.	-4	-24
Cc1ccc(NC(=O)CN2C(=O)N/C(=C/c3ccc(N4CCOCC4)cc3)C2=O)cc1	1%	6%	0%	2%	-35	0	-0.6%	3	15%	1	10
COC(=O)COc1ccc(S(=O)(=O)Nc2ccc(C(N)=O)cc2)cc1C	1%	9%	1%	-1%	1	5	-0.2%	0	-6%	11	2
Fc1ccc(N2CCN(C(=S)NCc3ccco3)CC2)cc1	0%	1%	0%	1%	1	0	-0.5%	?	2%	15	15
CN(C)S(=O)(=O)N1CCc2ccc(NC(=O)C3CCCO3)cc2C1 (stereo not given)	0%	1%	-3%	0%	14	1	-0.7%	3	-15%	.	-6
Cc1ccccc1Cn1nc(C)c(NC(=O)c2cc(-c3ccco3)on2)c1C	-1%	-1%	0%	-4%	12	0	0.1%	2	-8%	10	-2
Cc1ccc(CN(C(=O)c2cccs2)C2CCS(=O)(=O)C2)cc1 (stereo not given)	-12%	-3%	2%	-1%	38	.	-0.3%	-3	.	18	-17
CCC(C)NC(=O)CSc1nnc(-c2cc(OC)c(OC)c(OC)c2)c(-c2cc(OC)c(OC)c(OC)c2)n1 (stereo not given)	.	-3%	.	5%	1	1	-0.8%	5	?	25	5
c1ccc(CN2CCC(=NNc3nc4ccccc4[nH]3)CC2)cc1	-1%	1%	15%	-1%	-12	-5	-0.5%	1	-14%	1	-8
CCOC(=O)c1c(C)[nH]c(C(=O)Cn2nnc(-c3ccc(Cl)cc3)n2)c1C	-10%	6%	2%	3%	2	5	0.5%	4	11%	-1	8
CCOc1ccc(NC(=O)NCCCn2c(C)nc3cc(C)c(C)cc32)cc1	-7%	2%	-2%	0%	16	1	0.2%	13	2%	-30	8
CCNC(=O)NC(=O)CSc1ccccc1F	8%	11%	3%	1%	0	0	0.2%	-1	6%	4	15
CC(=O)N1CCc2c(sc(NC(=O)Cc3ccc(C)cc3C)c2C#N)C1	.	18%	-12%	-1%	12	-1	-0.2%	2	?	5	3
CCOc1ccc2[nH]c(=O)c(CN(CCO)Cc3nnnn3CCc3ccccc3)cc2c1	5%	9%	3%	1%	4	-1	7.2%	-1	-7%	15	1
Cc1nn(C)cc1S(=O)(=O)NCc1ccccc1Cl	-2%	-5%	-1%	0%	26	1	0.0%	-1	-7%	-3	5
